# Source: PubChem BioAssay (Southern Research Specialized Biocontainment Screening Center)
# inhibitors of VEEV = inhibitors of VEEV TC-83 cytopathic effect, confirmation, Vero cells (AID 588727) | Vero cells, VEEV TC-83 cytopathic effect inhibition; higher % means a stronger effect | one-dose inhibition, % at 20 µM; IC50 in µM for titrated hits | 350,000 compounds, 0.13% hits; in the data active = a potency from the dose series; inconclusive = inhibition mostly from about 14% at the one dose, without a potency; inactive = the rest, 99 in 100 with inhibition below about 12%; also: strong numbers were not always called active
# Salmonella PhoP GFP = PhoP regulon inhibitors, Salmonella typhi PhoP promoter GFP reporter, confirmatory (AID 1850) | Salmonella Typhi PhoP-promoter GFP reporter, fluorescence, 4 h; higher % means a stronger effect | inhibition, % at 50 µM; hits with a dose series show IC50 in µM | 310,000 compounds, 0.33% hits; in the data active = a potency from the dose series; inconclusive = inhibition mostly from about 25% at the one dose, without a potency; inactive = the rest, 99 in 100 with inhibition below about 19%;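 also: 0% = induced wells with vehicle and 100% = uninduced wells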
# M. tuberculosis = growth inhibition of non-replicating M. tuberculosis (AID 488890) | Mycobacterium tuberculosis non-replicating, growth inhibition; higher % means a stronger effect | one-dose inhibition, % at 25 µM; IC50 in µM for titrated hits | 320,000 compounds, 0.39% hits; in the data active = a potency from the dose series; inconclusive = inhibition mostly from about 82% at the one dose, without a potency; inactive = the rest, 99 in 100 with inhibition below about 76%;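 also: plate controls were DMSO cells for no effect and high antibiotic wells for full effect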
# M. tuberculosis HTS = M. tuberculosis growth inhibition, HTS (AID 449762); inhibition, % at 25 µM, or IC50 in µM where a hit was titrated; M. tuberculosis H37Rv growth inhibition, 7H9 media; higher % means a stronger effect; 330,000 compounds, 0.59% hits; in the data active = a potency from the dose series; inconclusive = inhibition above about 70% without an active follow-up result;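 also: bacterial growth assessed after seven days of incubation; strong numbers were not always called active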
# H1N1 NS1A inhibition = H1N1 influenza NS1A inhibitors, functional cell based assay (AID 504329); NS1A functional cell-based assay, percent inhibition; higher % means a stronger effect; one-dose inhibition, % at 12.5 µM; IC50 in µM for titrated hits; 340,000 compounds, 0.3% hits; in the data active = a potency from the dose series; inconclusive = inhibition above about 27% without an active follow-up result; also: strong numbers were not always called active
# inhibitors of VEEV 10K pilot screen = further read-out of inhibitors of VEEV, marked with its call; inhibition, %; measured here: 10K pilot screen inhibition
# An asterisk follows results filed as active; i = inactive; ? = inconclusive; / = not tested or not shown.
SMILES,inhibitors of VEEV,Salmonella PhoP GFP,M. tuberculosis,M. tuberculosis HTS,H1N1 NS1A inhibition,others
O=c1c(C(c2nnnn2C2CCCCC2)N2CCCCC2)coc2ccc(Cl)cc12 (stereo not drawn),2.3%,-14%,56%,-4%,4%,
NC(=O)C1(C(N)=O)OC1c1ccc(Cl)c(Cl)c1 (stereo not drawn),i,0%,-2%,1%,1%,
Cc1ccccc1C(=O)NCCCc1ccccc1,i,0%,2%,5%,2%,
N#Cc1sc2nc3c(c(-c4ccco4)c2c1N)CCCC3,0.3%,0%,1%,-3%,-7%,
CCCn1cnc2c(SCc3ccc(Cl)cc3)nc(N)nc21,5.5%,/,/,/,3%,
COc1cc(C(C)=O)ccc1OCC(=O)Nc1ccc2nc(C)sc2c1,4.4%,/,23%,4%,-1%,
CC(C)NC(=O)c1ccc(-n2nc(C(F)(F)F)c3c2CCCC3)cc1,1.1%,5%,-15%,13%,-9%,
CC(C)(C)NC(=O)C(c1ccc(O)cc1)N(Cc1ccccc1)C(=O)CCC(=O)Nc1nccs1 (stereo not drawn),1.7%,-2%,-7%,0%,3%,
COc1ccc(C(=O)N(CC2CCCO2)C(C(=O)NCCC(C)C)c2ccc(C)cc2)cc1OC (stereo not drawn),i,12%,29%,9%,-3%,
Clc1ccc(OCc2nnc(SCc3nnc(-c4ccccc4)o3)o2)c(Cl)c1,i,-3%,?,4%,-1%,
COC(=O)c1c(-c2ccc(OC)cc2)sc2ccc(N3CCOCC3)cc12,3.6%,/,41%,4%,-14%,
Cc1ccc(S(=O)(=O)N2CCN(C(=O)CSc3nnc(C)s3)C2)cc1,0.4%,-6%,1%,-7%,-2%,
CCCCC(CC)CNCc1cccn1CCN1CCOCC1 (stereo not drawn),0.6%,9%,-4%,-5%,-23%,
O=C(Cc1csc(-c2ccccc2)n1)NCc1ccco1,0.6%,0%,10%,-6%,0%,
Cc1[nH]c2ccc(CNS(=O)(=O)c3ccc(S(=O)(=O)N4CCOCC4)cc3)cc2c1C,0.6%,2%,28%,-6%,-13%,
CCOc1ccc(/C(CCC(=O)O)=N/NC(=S)NCCc2ccccc2)cc1,0.4%,13%,1%,1%,4%,
CC(C)NC(=O)C(=O)NCCc1ccc(Cl)cc1,0.0%,8%,24%,-3%,-18%,
O=C(O)CSc1nnc2c(n1)[nH]c1ccccc12,2.1%,2%,-11%,-5%,8%,
O=C(/C=C/Nc1ccccc1F)c1cccs1,i,-2%,31%,5%,8%,
COc1ccccc1-c1cc(C(=O)NN)[nH]n1,8.1%,-4%,-13%,-2%,/,
CON1C(=O)C(=O)N(OC)C2CCCCCC21 (stereo not drawn),0.6%,-3%,-19%,3%,-5%,
N#Cc1ccc(S(=O)(=O)N2CCN(Cc3cccs3)CC2)cc1,1.9%,/,-1%,-5%,-15%,
CC[C@]12c3[nH]c4ccccc4c3CCN1C(=O)C(CC(=O)NCCc1ccccn1)C[C@@H]2C(=O)N1CCN(C(=O)C2CC2)CC1 (stereo partly drawn),i,/,-2%,-4%,-2%,
O=C(Cn1cnc2sc(-c3ccccc3)cc2c1=O)NCc1ccco1,10%,-7%,9%,-8%,3%,
Cn1cc(CN(Cc2ccccc2)C[C@@H]2CCC(=O)N2)c(-c2ccccc2F)n1,1.4%,-17%,8%,7%,0%,
O=C(O)c1ccc(S(=O)(=O)c2ccc3c(c2)C(=O)N(c2ccc(Br)cc2)C3=O)cc1,i,4%,-2%,-10%,4%,
COc1ccccc1C(O)(C(=O)N(NC(C)=O)c1ccccc1)c1ccccc1OC,i,/,/,/,-14%,
C/C(=N\NC(=O)c1cccc(S(=O)(=O)N2CCCCC2)c1)c1ccc(C)o1,i,0%,31%,2%,3%,
CCOc1cc(C)c(Cl)cc1S(=O)(=O)n1nnc2ccccc21,3.6%,6%,7%,-5%,-12%,
COc1ccccc1NC1CCCCC1NS(=O)(=O)c1ccccc1 (stereo not drawn),1.2%,-14%,4%,-1%,4%,
COc1ccccc1NC(=O)c1ccc(NC(=O)Cc2n[nH]c(=O)c3ccccc23)cc1,1.8%,8%,6%,12%,-7%,
CCOc1ccc(OCc2ccc(C(=O)NCc3cccnc3)o2)cc1,i,-5%,28%,1%,0%,
COc1ccc(NC(=O)CNc2cccc(C#N)c2)cc1Cl,2.4%,0%,47%,60%,5%,
COc1ccccc1C(=O)Nc1nnc(S(=O)(=O)N2CCCCCC2)s1,1.8%,6%,10%,0%,4%,
CC(C)(C)c1ccc(OCc2ccc(C(=O)N3CCOCC3)o2)cc1,5.4%,-7%,43%,1%,-3%,
Brc1ccc(OCc2nnc3n2CCC3)cc1,0.3%,-5%,-8%,49%,-3%,
COc1ccccc1CNc1cc(C)ccn1,i,7%,2%,-1%,-8%,
COc1ccc(CN2C(=O)c3cccnc3C2=O)cc1S(=O)(=O)NCc1ccc(C)cc1,1.4%,7%,-8%,6%,9%,
Cc1ccc(CC(=O)Nc2nc3ccccc3s2)cc1,2.0%,3%,27%,-1%,16%,
COc1ccccc1-n1nnnc1S(=O)(=O)Cc1ccc(Cl)cc1,9.5%,15%,-29%,17%,-10%,
CC1=C(C(=O)Nc2cccc(F)c2)C(c2ccsc2)C2=C(CC(C)(C)CC2=O)N1 (stereo not drawn),9.4%,4%,19%,-1%,-7%,
COc1cc(C(=O)Nc2ccc(C)c(S(=O)(=O)N(C)C)c2)ccc1OCC(=O)N1CCOCC1,6.0%,2%,-11%,0%,9%,
O=C(CCC(=O)c1cccs1)OCC(=O)c1ccccc1,i,/,34%,2%,9%,
CC(C)C(NS(=O)(=O)c1ccc2c(c1)C(C)(C)C(=O)N2C)C(=O)NCc1ccc(F)cc1 (stereo not drawn),0.6%,-17%,11%,-9%,-4%,
CCS(=O)(=O)N1CCC(C(=O)Oc2ccccc2Br)CC1,0.0%,1%,47%,5%,-6%,
O=C(C1CCCN(Cc2nc(-c3cccs3)no2)C1)N1CCOCC1 (stereo not drawn),0.9%,9%,1%,-9%,-4%,
O=C(O)c1ccc(/C=C/c2ccc3cccc(O)c3n2)cc1,4.8%,/,/,/,-4%,
O=C(CCCOc1ccccc1)Nc1nc2ccccc2[nH]1,1.2%,14%,45%,4%,3%,
c1ccc(-c2nnc(N3CCCC3)nc2-c2ccccc2)cc1,1.0%,/,/,/,1%,
O=C(Nc1ccc(F)cc1)Nc1cccnc1,i,18%,-6%,-2%,2%,
O=[N+]([O-])c1cccc(CN2CCC(Cc3ccccc3)CC2)c1,i,-5%,35%,-2%,4%,
COc1ccccc1N1CCNCC1,0.4%,-8%,3%,4%,-12%,
O=C(CC1Oc2ccccc2NC1=O)NCc1ccc(Cl)cc1 (stereo not drawn),i,-16%,-1%,3%,9%,
COC(=O)Cn1cc(C(=O)OC)c2ccccc21,0.3%,-1%,12%,-4%,3%,
O=S(=O)(NCc1cc(-c2ccc(Cl)cc2)no1)c1ccccc1,2.1%,-3%,-2%,11%,6%,
CC1CCN(CCCNS(=O)(=O)c2cc(Br)cc3c2N(C(=O)C2CC2)CC3)CC1,i,-6%,-5%,0%,7%,
Cc1nn(Cc2ccc(C(=O)Nc3nc4c(C)cccc4s3)o2)c(C)c1Br,5.1%,-7%,2%,3%,7%,inhibitors of VEEV 10K pilot screen=2.4
NC(=O)CCn1c(C(=O)c2ccc(Cl)cc2)c2ccccc2[n+]1[O-],1.0%,5%,-5%,-5%,0%,
COc1ccc(C)cc1NC(=O)COC(=O)c1ccc2ccccc2n1,1.3%,/,?,-1%,-3%,
Cc1ccc2c(CN(C)Cc3cccc(F)c3)cc(=O)oc2c1C,i,-3%,8%,2%,-4%,

# Continuation:
SMILES,inhibitors of VEEV,Salmonella PhoP GFP,M. tuberculosis,M. tuberculosis HTS,H1N1 NS1A inhibition,others
CCSc1nnc(NC(=O)C2Cc3ccccc3CN2S(=O)(=O)CC)s1 (stereo not drawn),1.1%,3%,79%,?,3%,
O=C(NCc1ccc(F)cc1)C1CCN(C(=O)Nc2ccc(F)cc2)CC1,0.4%,-2%,-1%,-6%,4%,
O=C(COc1ccc2ccccc2c1Br)NC(=S)Nc1cccc(CO)c1,2.1%,-4%,-8%,-6%,-12%,
CC1(C)C(=O)Nc2ccccc2N1C(=O)COC(=O)c1ccc(Cl)c(S(=O)(=O)NCc2ccccc2)c1,i,5%,22%,-1%,5%,inhibitors of VEEV 10K pilot screen=8.1
Cc1nn(CC(=O)NCc2ccc(-n3cccn3)cc2)c(C)c1[N+](=O)[O-],1.1%,-1%,-6%,-2%,2%,
COc1ccccc1N1CCC(N2CCN(CC(C)(C)C)C(CCO)C2)CC1 (stereo not drawn),0.8%,-7%,-7%,7%,-2%,
COc1ccc(-c2nnn(CC(=O)N(CC(=O)NCCC(C)C)Cc3cccs3)n2)cc1OC,1.3%,-2%,24%,-5%,17%,
CC1(OC(=O)c2cnc3ccccc3n2)C(=O)C=C2C=C(c3ccc(C#N)cc3)OC=C2C1=O (stereo not drawn),/,6%,5%,-6%,/,
Cc1c(NC(=O)C(C)OC(=O)CC2Sc3ccccc3NC2=O)c(=O)n(-c2ccccc2)n1C (stereo not drawn),i,-7%,12%,5%,4%,
COC(=O)C1C2C=CC3(CN(CC4CCCO4)C(=O)C13)O2 (stereo not drawn),i,-12%,-6%,-2%,-2%,
O=C1OCCC1Sc1nc2ccccc2[nH]1 (stereo not drawn),4.0%,-5%,-3%,-15%,16%,
C#CCn1c(=NC(=O)c2cccs2)sc2cccc(OC)c21,0.5%,-4%,12%,2%,2%,
CCOC(=O)C1=C(N)OC2=C(C(=O)CCC2)C12C(=O)N(CC(N)=O)c1ccccc12 (stereo not drawn),i,-12%,-2%,-6%,0%,inhibitors of VEEV 10K pilot screen=0.2
COc1cccc(-c2cc(C(=O)Nn3cnnc3)c3ccccc3n2)c1,i,4%,16%,19%,4%,
Cn1c2ccccc2c2c(C(=O)NCc3ccco3)cn(C3CCCCC3)c(=O)c21,9.0%,6%,33%,6%,5%,
O=S(=O)(Nc1cccnc1)c1ccc(Cl)cc1,0.1%,-1%,-7%,0%,-12%,
CC1(Br)C2CCCC1C2S(=O)(=O)c1ccccc1 (stereo not drawn),0.8%,-2%,-7%,0%,-8%,
CCC1ON(c2ccccc2)C2c3nc4ccccc4n3CC12 (stereo not drawn),4.4%,6%,-4%,-5%,-3%,
COc1ccc(CNC(=O)CCS(=O)(=O)c2cc3c(cc2Cl)NC(=O)CO3)cc1,i,-34%,-4%,4%,-6%,
Cc1occc1C(=O)NNC(=O)NC12CC3CC(CC(C3)C1)C2,0.9%,2%,/,-11%,0%,
CC1(C)SC(=S)N(/N=C/c2cccnc2)C1N(O)C(=O)NC1CCCCC1 (stereo not drawn),0.9%,-3%,3%,9%,-1%,
CC(C)N1CCC(N2CCN(Cc3cnc(-c4ccccc4)s3)CC2CCO)CC1 (stereo not drawn),2.1%,-5%,-9%,8%,-8%,
CCN(CC(=O)NCc1ccc2c(c1)OCO2)S(=O)(=O)c1ccc(F)cc1,0.4%,1%,0%,1%,1%,
COc1cccc2c(=O)c(C(=O)NCCc3ccccc3)c[nH]c12,2.5%,/,/,/,-4%,

# Grouped by structure, the compounds so far with two or more sulfur atoms.
SMILES,inhibitors of VEEV,Salmonella PhoP GFP,M. tuberculosis,M. tuberculosis HTS,H1N1 NS1A inhibition,others
Cc1ccc(S(=O)(=O)N2CCN(C(=O)CSc3nnc(C)s3)C2)cc1,0.4%,-6%,1%,-7%,-2%,
Cc1[nH]c2ccc(CNS(=O)(=O)c3ccc(S(=O)(=O)N4CCOCC4)cc3)cc2c1C,0.6%,2%,28%,-6%,-13%,
N#Cc1ccc(S(=O)(=O)N2CCN(Cc3cccs3)CC2)cc1,1.9%,/,-1%,-5%,-15%,
COc1ccccc1C(=O)Nc1nnc(S(=O)(=O)N2CCCCCC2)s1,1.8%,6%,10%,0%,4%,
CCSc1nnc(NC(=O)C2Cc3ccccc3CN2S(=O)(=O)CC)s1 (stereo not drawn),1.1%,3%,79%,?,3%,
C#CCn1c(=NC(=O)c2cccs2)sc2cccc(OC)c21,0.5%,-4%,12%,2%,2%,
CC1(C)SC(=S)N(/N=C/c2cccnc2)C1N(O)C(=O)NC1CCCCC1 (stereo not drawn),0.9%,-3%,3%,9%,-1%,

# Entries from the list above with a nitro group on carbon, in the order listed:
SMILES,inhibitors of VEEV,Salmonella PhoP GFP,M. tuberculosis,M. tuberculosis HTS,H1N1 NS1A inhibition,others
O=[N+]([O-])c1cccc(CN2CCC(Cc3ccccc3)CC2)c1,i,-5%,35%,-2%,4%,
Cc1nn(CC(=O)NCc2ccc(-n3cccn3)cc2)c(C)c1[N+](=O)[O-],1.1%,-1%,-6%,-2%,2%,
